Bioassay records: PubChem BioAssay, several laboratories
RPL19A-GFP yeast – modulators of TOR pathway RPL19A-GFP in S. cerevisiae. S. cerevisiae RPL19A-GFP strain, flow cytometry, 3 h; hits give low values. percent response vs DMSO, % at 10 µM. 330,000 compounds, 0.3% hits. AID 2025;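 active means percent response vs DMSO below 50%; inconclusive means fewer than 70 events counted for the yeast strain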;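 further: median channel GFP fluorescence of the barcoded RPL19A-GFP strain; ratio of sample median GFP to plate DMSO average so 100% = DMSO; lower means less RPL19A-GFP as with rapamycin TOR inhibition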
AGP1 TOR yeast – yeast TOR pathway AGP1-GFP modulation; S. cerevisiae AGP1-GFP multiplex flow cytometry, 3 h; GFP as percent of DMSO wells; 320,000 compounds, 0.02% hits; AID 2066; GFP response vs DMSO, % at 10 µM;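 active means GFP response relative to DMSO above a set limit, near screen average plus 3 SD, cut at about 150% in these data; inconclusive means fewer than 70 cells counted for the yeast strain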;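 further: median GFP channel fluorescence of the gated AGP1 strain per well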
CR mimetic SO – caloric restriction mimetics inhibiting age-related superoxide in yeast; S. cerevisiae aged cells, superoxide DHE fluorescence; hits give low values; superoxide response (% of plate mean), % at 10 µM; 330,000 compounds, 0.18% hits; AID 2690;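 active means superoxide response under a set limit, about three screen SD below normal, cut at about 65% in these data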;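 further: yeast aged for seven days with compound at 30 °C before DHE staining; 100% = average MFI of all compound-treated wells on the plate with controls excluded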
LAP4 TOR yeast – modulators of TOR pathway LAP4-GFP in S. cerevisiae; S. cerevisiae LAP4-GFP multiplex, flow cytometry GFP, 3 h; median GFP as percent of DMSO wells; GFP response vs DMSO, % at 10 µM; 320,000 compounds, 0.34% hits;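 active means GFP response vs DMSO above a set limit, about the screen mean plus 3 SD, cut at about 150% in these data; inconclusive means under 70 cell events counted for the yeast strain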
AHR activator – activators of human aryl hydrocarbon receptor | 320,000 compounds, 2.5% hits | activation, % at 5 µM | AHR-responsive luciferase reporter cells, luminescence | P35869; in the data active means activation above about 47%;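 further: 0% = vehicle wells and 100% = reference agonist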
Target sequence (P35869 whole entry, looked up): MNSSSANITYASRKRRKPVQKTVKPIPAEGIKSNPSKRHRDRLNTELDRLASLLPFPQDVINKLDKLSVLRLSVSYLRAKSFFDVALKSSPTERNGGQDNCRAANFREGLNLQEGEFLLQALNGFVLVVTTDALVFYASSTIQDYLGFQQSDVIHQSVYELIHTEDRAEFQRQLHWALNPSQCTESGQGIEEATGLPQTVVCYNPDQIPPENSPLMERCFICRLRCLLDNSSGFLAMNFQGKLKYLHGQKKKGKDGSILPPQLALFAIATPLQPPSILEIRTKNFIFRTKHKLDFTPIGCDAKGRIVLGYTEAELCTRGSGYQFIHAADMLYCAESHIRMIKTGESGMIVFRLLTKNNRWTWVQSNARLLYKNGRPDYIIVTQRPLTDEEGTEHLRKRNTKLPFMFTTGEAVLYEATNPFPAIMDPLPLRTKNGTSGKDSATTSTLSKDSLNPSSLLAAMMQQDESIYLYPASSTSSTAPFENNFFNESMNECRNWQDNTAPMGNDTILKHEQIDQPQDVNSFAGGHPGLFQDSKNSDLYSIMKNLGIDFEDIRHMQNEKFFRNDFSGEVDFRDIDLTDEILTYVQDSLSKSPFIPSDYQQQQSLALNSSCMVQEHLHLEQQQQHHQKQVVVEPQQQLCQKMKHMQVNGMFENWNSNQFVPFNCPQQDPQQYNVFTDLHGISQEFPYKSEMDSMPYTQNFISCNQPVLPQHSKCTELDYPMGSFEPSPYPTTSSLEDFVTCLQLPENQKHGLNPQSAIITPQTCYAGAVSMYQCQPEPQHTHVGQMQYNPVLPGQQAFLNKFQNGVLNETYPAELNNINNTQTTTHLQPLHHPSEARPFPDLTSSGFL
Efflux pump inh – blocks antifungal efflux pumps in multiplex yeast assay. inhibition, % at 10 µM. 330,000 compounds, 0.44% hits. S. cerevisiae Candida pump triplex, Nile Red efflux;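 active means plate passing quality check with inhibition over a set limit, or well fluorescence over plate mean plus 4 SD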;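 further: Nile Red retained in pooled yeast measured as flow cytometry median fluorescence; 0% = buffer negative control and 100% = Enniatin B positive control; higher means more Nile Red kept so more efflux inhibition; some compounds called inactive have numbers as strong as hits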
MEP2-GFP yeast – modulators of TOR pathway MEP2-GFP in S. cerevisiae | S. cerevisiae MEP2-GFP strain, flow cytometry GFP, 3 h; 100% = DMSO control level | GFP response vs DMSO, % at 10 µM | 330,000 compounds, 0.51% hits | AID 2016;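 active means GFP response versus DMSO above a set limit, roughly screen mean plus 3 SD, cut at about 180% in these data; inconclusive means fewer than 70 cells counted for a yeast strain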;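 further: median GFP fluorescence of the barcode-gated MEP2-GFP cells per well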
CIT2-GFP yeast – alters CIT2-GFP fluorescence in TOR pathway yeast screen; S. cerevisiae CIT2-GFP strain, flow cytometry, 3 h; 100 means same as DMSO wells; GFP response vs DMSO, % at 10 µM; 320,000 compounds, 0.065% hits; AID 2029;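 active means GFP response relative to DMSO above a set limit, near the screen mean plus 3 SD, cut at about 150% in these data; inconclusive means Fewer than 70 cells measured for a yeast strain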;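 further: ratio of well median GFP fluorescence to mean of DMSO wells on the plate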
* hit, by the source's call; & = joins results of further samples; ! = not active in a repeat; [ ] = dose if it differs, or a comment. This is a subset (hit frequency here may not be typical).

`CC[C@@H]1C(=O)OC[C@@H]1Cc1cncn1C` gave RPL19A-GFP yeast 43.1*![may fluoresce violet], AGP1 TOR yeast inconclusive, CR mimetic SO 104.0&91.6, LAP4 TOR yeast 107.4&108.4, AHR activator -2.7&0.6, Efflux pump inh 0.0&-0.1, MEP2-GFP yeast 404.1*![may fluoresce violet] and CIT2-GFP yeast inconclusive.
